Source: PubChem BioAssay (National Center for Advancing Translational Sciences (NCATS))
S3 lipid droplet = qHTS Assay for Lipid Storage Modulators in Drosophila S3 Cells; AID 2685; 0.64% of 320,000 active; Drosophila S3 cells, BODIPY lipid droplet fluorescence, 18-24 h; cells fed with added oleic acid; lipid storage change, negative = inhibition, % at the top dose, mostly 46.1 µM; hits show Potency in µM; active means well fitted inhibition curve with a large enough effect in the signal ratio, with a control signal flat, not every such curve was filed as active; inconclusive means small, poorly fitted or top-dose-only effect, or effect the other way, or a change in a side signal; the % refers to the signal ratio
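Laser-scanning cytometry quantifies lipid droplet accumulation (500–530 nm total intensity; droplet/cell object ratio) in oleic acid-fed (400 uM added) Drosophila S3 cells treated with a concentration series. 20 uM Triacsin C defined 100% inhibition.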
S3 lipid droplet cell count max = second read-out of S3 lipid droplet, no call of its own (marks repeat the call); cell number change, %; measured here: cell count max response;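 cells counted by Cell Tracker Red CMTPX staining in the red channel; peak over a dose series mostly up to 46.1 µM; percent activity relative to internal control wells on each plate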
Numbers without * were called inactive; i = inactive; ? = inconclusive; · = no result given; [ ] = remark or other dose. On the % scale 0 is the no-effect control and ±100 the full control effect; potency means the concentration at half of the fitted maximal effect.

S3 lipid droplet	S3 lipid droplet cell count max	Molecule
i	-9	O=C1C(=O)N(C2CCS(=O)(=O)C2)C(c2cccc(O)c2)/C1=C(/O)c1ccc(Cl)cc1 (stereo unspecified)
?	·	O=C(CN1C(=O)S/C(=C\c2ccccn2)C1=O)Nc1ccc(F)cc1
?	·	CC(=O)c1cc(C(=O)c2ccccc2)sc1Nc1ccccc1
?	·	CCOC(=O)c1cnc(Nc2ccccc2)nc1C(F)(F)F
i	18	Cc1ccc(CNC(=O)CCS(=O)(=O)c2ccc3c(c2)CC(C)N3C(=O)C2CC2)o1 (stereo unspecified)
1%	8	CS(=O)(=O)c1ccc(Cl)c(NC(=O)Nc2ccccc2)c1
-5%	-5	Cn1c(C(=O)N[C@@H](C(=O)O)c2ccccc2)cc2cc(Cl)ccc21
?	·	CCC(CC)C(=O)Nc1cccc(/C(C)=N/NC(=O)c2c(Br)cnn2C)c1
-20%	12	Cc1ncoc1C(=O)N1CCCC(C(=O)c2ccc3c4c(cccc24)CC3)C1 (stereo unspecified)
-1%	13	O=C(CC1C(=O)NCCN1Cc1cccc(F)c1)NC1CCCCC1 (stereo unspecified)
?	·	Cc1nc2ccccc2nc1OCC(=O)NCc1ccc2c(c1)OCO2
?	·	COc1ccc(C(=O)NCC(=O)NCC2COc3ccccc3O2)cc1 (stereo unspecified)
-6%	8	Cc1ccc(C)c2[nH]c(=O)c(CN(Cc3ccco3)C(=S)NCC3CCCO3)cc12 (stereo unspecified)
?	·	CCN(CC(=O)Nc1ccccc1OC)C(=O)c1ccc(NS(=O)(=O)c2ccc(C(C)=O)cc2)cc1
-3%	6	CCOC(=O)NNC(=O)C1CCC(C)CC1 (stereo unspecified)
i	-3	O=C(CCc1ccccc1)NCC1(c2ccccc2)CCCC1
?	·	O=C(/C=C\Nc1ccc2c(c1)OCO2)c1cccs1
24%	-1	O=C(CSc1nnc(COc2ccc(Cl)cc2)n1Cc1ccco1)c1ccccc1F
i	·	COc1ccc(NC(=O)CCNC(=O)c2ccccc2)cc1S(N)(=O)=O
?	·	Cc1ccccc1N1CC(O)(c2ccccc2)[N+]2=C1SCC2 (stereo unspecified)
?	·	CS(=O)(=O)c1ccccc1-c1nnc(NC(=O)Cc2ccccc2)o1
-7%	-12	CCc1[nH]nc2c1C(c1ccsc1)C(C#N)=C(N)O2 (stereo unspecified)
?	·	Cc1ccc2nc(-c3ccncc3)c(NC3CCCCC3)n2c1
?	·	CCN(Cc1ccncc1)C(=O)c1cc(COc2c(C)cccc2C)on1
-10%	11	O=C1C(=O)N(CCN2CCOCC2)C(c2ccc(Cl)c(Cl)c2)/C1=C(/O)c1ccc2c(c1)OCO2 (stereo unspecified)
4%	-4	CC1Cc2ccccc2N1CC(=O)c1c(N)n(Cc2ccccc2)c(=O)n(C)c1=O (stereo unspecified)
?	·	CCCCOc1ccc(C(=O)N/C(=C\c2ccc(OC)cc2)C(=O)OCc2ccco2)cc1
?	·	O=C(c1ccco1)N1CCC(c2nc3c(nnn3Cc3ccccc3Cl)c(=O)[nH]2)CC1
i	·	O=C(Nc1n[nH]c(C2CCCCC2)n1)C1CCCCC1
?	·	CCOC(=O)N/N=C/c1c(F)cccc1F
?	·	C=CCNc1cc(N2CCCC2)ccc1[N+](=O)[O-]
8%	10	CCOc1cc2[nH]c(=O)n(CCC(=O)NCCc3ccc(OC)c(OC)c3)c(=O)c2cc1OCC
?	·	CC(=O)c1cccc(NC(=O)C2CCCN(S(=O)(=O)c3ccccc3)C2)c1 (stereo unspecified)
?	·	O=C(CSc1nnc(SCc2ccc(Cl)cc2)s1)N1CCOCC1
-10%	·	Cc1cc(N2CCOCC2)nc(-c2ccc([N+](=O)[O-])cc2)n1
?	·	CCCc1cc(C(N)=O)c(NC(C)=O)s1
15%	·	N#Cc1ccccc1NC(=O)CSc1nnc(-c2ccncc2)o1
2%	-23	COc1ncnc2sc(-c3ccccc3)cc12
?	·	COc1ccc(C(=O)N=C2SC3CS(=O)(=O)CC3N2c2ccc(N(C)C)cc2)cc1OC (stereo unspecified)
?	·	Clc1ccc(Cn2c(-c3cccnc3Cl)nc3ccccc32)cc1
?	·	Clc1ccc(-c2csc(=Nc3cccnc3)n2CCCn2ccnc2)cc1Cl
-1%	0	CCCCC(=O)Nc1ccc(N2CCN(c3ccc(F)cc3)CC2)cc1
?	·	CC(C)(OC(=O)c1ccc(C(F)(F)F)cc1)c1cc2ccccc2c(=O)o1
?	·	CCn1c(=O)c(C(=O)Nc2ccccc2)c(O)c2ccccc21
-3%	-12	CC1=CC(=C(C#N)C#N)C=C(C)N1Cc1ccccc1
?	·	COc1cccc(-c2n[nH]c(=S)n2Cc2ccco2)c1
10%	3	Cc1ccc(C(=O)Nc2ncccc2S(=O)(=O)c2ccccc2)cc1
?	·	Cc1ccccc1NC(=O)Cc1nc(COC(=O)COc2ccccc2C(C)C)cs1
?	·	CC(C)(C)c1cc(NC(=O)Nc2ccc(Br)cc2Cl)no1
-16%	3	COc1ccc(OC)c(N/C=C/C(=O)c2ccc(OC)c(OC)c2)c1

Later entries
S3 lipid droplet	S3 lipid droplet cell count max	Molecule
?	·	O=C(O)CC/C(=N\NC(=O)c1ccc(F)cc1)c1ccc(Br)cc1
27%	-4	NC(=O)C1CCN(C(=O)c2cc(S(=O)(=O)N3CCOCC3)c(Cl)cc2Cl)CC1
18%[0.0737 µM]	14	COc1ccc(S(=O)(=O)N2CCOC23CCN(S(=O)(=O)c2ccccc2)CC3)cc1
i	-14	Cn1c(SCC(=O)N2CCOCC2)nc2c(c1=O)SCC2
11%	-10	Cc1ccc(S(=O)(=O)N2CCC(=O)N(C(COC(=O)Nc3ccccc3)Cc3ccccc3)CC2)cc1 (stereo unspecified)
?	·	Cc1cc(N2CCOCC2)nc(SCc2c(Cl)cccc2Cl)n1
-1%	2	Nc1c(S(=O)(=O)c2ccccc2)nnn1-c1ccccc1
?	·	Clc1ccc(CSc2nncn2-c2ccc3c(c2)OCCO3)cc1
i	-5	c1ccc2c(OCCCCN3CCCC3)cccc2c1
3%	3	CCOC(=O)c1c(C)[nH]c(C)c1C=O
10%	11	O=C(C1CCN(Cc2ccc(F)cc2)CC1)N(CCc1ccccc1)Cc1ccccc1
?	·	CC1(C)C2CCC1(CS(=O)(=O)N1CCCc3ccccc31)C(=O)C2 (stereo unspecified)
?	·	COC(=O)c1ccc(NC(=O)CCN2C(=O)C3C4CCC(C4)C3C2=O)cc1 (stereo unspecified)
?	·	CCOc1ncccc1C(=O)OCC(=O)N(CC(C)C)c1c(N)n(Cc2ccccc2)c(=O)[nH]c1=O
18%	-4	CS(=O)(=O)N(CC(=O)N1CCCC1)c1cc(C(F)(F)F)ccc1Cl
6%	-17	COC(=O)c1nn(-c2ccccc2)c(Sc2ccc(C)cc2)c1/C=N/O
-13%	-13	Cc1ccc(-c2nc(NC(=O)c3cc(C(C)(C)C)nn3C)sc2C)cc1Cl
?	·	COc1ccc(/C=C(/NC(=O)c2ccc(OC)cc2)C(=O)NCCc2c[nH]c3ccccc23)cc1
i	14	CCN1CCN(c2ccc(NC(=O)c3ccc(Cl)c(N4CCCC4=O)c3)cc2)CC1
-3%	13	Nc1nnnn1CC(=O)N/N=C/c1cc([N+](=O)[O-])ccc1Cl
?	·	COC(=O)c1sccc1NC(=O)c1ccc(OC)c([N+](=O)[O-])c1
?	·	CCc1cc2c3c(c(=O)oc2cc1OCC(=O)OC)CCCC3
7%	19	CCOC(=O)Cc1csc(NC(=O)Cc2ccc(Br)cc2)n1
?	·	Fc1cccc(-c2oncc2-c2nnnn2-c2ccc(Cl)cc2)c1
12%	-15	Nc1c(-c2ccccc2)nc(Cl)nc1-c1ccccc1
11%	-2	Cc1ccc(CN2CC(C(=O)NC(c3nc4ccccc4[nH]3)C(C)C)CC2=O)cc1 (stereo unspecified)
?	·	Cc1ccc(CNC(=O)N[C@@H](Cc2ccccc2)C(=O)O)cc1
i	6	Cn1c(CC(=O)Nc2ccc(F)cc2)nnc1SCC(=O)Nc1nncs1
3%	-11	O=S(=O)(c1cccs1)N1CCN(CCOc2ccc(Cl)cc2)CC1
?	·	COC(=O)c1cn(C)c2ccc(S(=O)(=O)N3CCCC3)cc2c1=O
9%	-13	C/C(=N\Nc1cc(Cl)nc(C)n1)c1ccccc1
?	·	Cc1ccc(NC(=O)C2CCN(S(=O)(=O)c3ccc4c(c3)NC(=O)C(C)S4)CC2)cc1Cl (stereo unspecified)
i	-7	Cc1nn(-c2ccccc2)c2nc(N)c(C#N)c(-c3ccc(O)c(O)c3)c12
i	-15	COc1ccc(Cl)c(S(=O)(=O)N2CCCC2)c1
11%	19	COc1ccc(OCCNS(=O)(=O)c2cccc([N+](=O)[O-])c2)cc1
?	·	CCOCCc1c(O)nc(SC)[nH]c1=O
-2%	16	COc1cc(CNCCCN2CCOCC2)c(Br)cc1OCC(=O)Nc1ccccc1C
?	·	CCOc1c(Cl)cc(C(=O)Nc2cccc(C(=O)O)c2)cc1Cl
?	·	CC(C)COc1ccc(C(=O)OCC(=O)NCCC2=CCCCC2)cc1
?	·	CC(=O)NCCc1ccc(S(=O)(=O)Nc2ccc(NC(=O)c3ccc(F)cc3)cc2)cc1
?	·	Cc1cc(C(=O)NCCCn2ccnc2)sc1-c1ccccc1
?	·	CC(C)[C@H](NC(=O)c1ccccc1)C(=O)OCC(=O)N1CCCc2ccccc21
24%	9	COc1ccc(C(=O)Nc2cc3c(cc2C#N)OCO3)cc1S(=O)(=O)N1CCN(C)CC1
i	-11	COc1ccc(C(=O)NC2CCCCCC2)cc1S(=O)(=O)Nc1ccc(Br)cc1
?	·	COc1cccc(CN(Cc2cccnc2)S(=O)(=O)c2ccc(-n3cnnn3)c(C)c2)c1OC
-3%	-10	Cc1c([N+](=O)[O-])c([N+](=O)[O-])nn1CC(=O)N1CCCCC1
i	·	COc1ccc(OC)c(NC(=O)c2ccccc2SC)c1
16%	·	Cc1cnc(C(=O)OCC(=O)c2cccc3ccccc23)cn1
?	·	O=C(Nc1nnc(-c2ccccc2)o1)C1CCCN1S(=O)(=O)c1cccs1 (stereo unspecified)
?	·	COCCN(C(=O)COC(=O)CC1CCCCC1)c1c(N)n(Cc2ccccc2)c(=O)[nH]c1=O

The list goes on:
S3 lipid droplet	S3 lipid droplet cell count max	Molecule
?	·	Cc1ccc(C(=O)NNC(=O)c2ccc3ccccc3c2O)cc1
?	·	CS(=O)(=O)NCCNc1ccc(C(F)(F)F)cc1[N+](=O)[O-]
?	·	O=C(NCCc1ccccc1F)/C(=C/c1cccnc1)NC(=O)c1ccccc1
30%	-12	CCOC(=O)c1ccc(NC(=O)C2(c3ccccc3)CCCC2)cc1
1%	3	Cc1ccc(CN(C(=O)c2ccco2)C(C(=O)NC2CCCC2)c2ccc(N3CCOCC3)cc2)cc1 (stereo unspecified)
-9%	10	COc1ccc(C(=O)Nc2nnc(Cc3ccccc3)s2)c(OC)c1
-16%	10	CN(Cc1ccccc1)C(=O)c1cc(S(=O)(=O)N2CCOCC2)cn1C
-9%	0	Cc1cc(NC(=O)c2cccs2)ncc1NC(=O)c1cccc(F)c1
-2%	12	COc1cc(/C=C/C(=O)OCC(=O)c2c(N)n(C)c(=O)n(C)c2=O)ccc1OC(F)F
?	·	COc1ccc(S(=O)(=O)N(C)CC(=O)NCc2ccccn2)cc1

Entries of single compounds from above:
Listed for O=C(NCCc1ccccc1F)/C(=C/c1cccnc1)NC(=O)c1ccccc1 : S3 lipid droplet = ?; S3 lipid droplet cell count max = ·
Listed for CCOC(=O)c1ccc(NC(=O)C2(c3ccccc3)CCCC2)cc1 : S3 lipid droplet = 30%; S3 lipid droplet cell count max = -12

Given with values under each structure: part of the list above.
Order of values – S3 lipid droplet	S3 lipid droplet cell count max
- Cc1ccc(NC(=O)C2CCN(S(=O)(=O)c3ccc4c(c3)NC(=O)C(C)S4)CC2)cc1Cl (stereo unspecified)
→ ?	·
- Cc1nn(-c2ccccc2)c2nc(N)c(C#N)c(-c3ccc(O)c(O)c3)c12
→ i	-7
- COc1ccc(Cl)c(S(=O)(=O)N2CCCC2)c1
→ i	-15
- COc1ccc(OCCNS(=O)(=O)c2cccc([N+](=O)[O-])c2)cc1
→ 11%	19
- CCOCCc1c(O)nc(SC)[nH]c1=O
→ ?	·
- COc1cc(CNCCCN2CCOCC2)c(Br)cc1OCC(=O)Nc1ccccc1C
→ -2%	16
- CCOc1c(Cl)cc(C(=O)Nc2cccc(C(=O)O)c2)cc1Cl
→ ?	·

Remaining list, next part:
S3 lipid droplet	S3 lipid droplet cell count max	Molecule
?	·	Cc1ccc(N/C=C/C(=O)C(C)(C)C)c(O)c1
i	17	COc1ccc(C(=S)Nc2ccccc2)cc1
?	·	Cc1ccc(-n2c(C)cc(C)c(C#N)c2=O)cc1Cl
?	·	Cc1cc(=O)[nH]c(-n2nc(C)cc2C)n1
?	·	C=CCc1ccccc1OCC(O)CN1CCN(c2ccccc2F)CC1 (stereo unspecified)
?	·	CCNc1ccc(C2(O)C(=O)c3ccccc3C2=O)cc1
?	·	O=C(c1cccnc1)N1C2C=CC(C2)C1(C(F)(F)F)C(F)(F)F (stereo unspecified)
1%	29	COCCNC(=O)CCCn1c(=O)c2cc(OC)c(OC)cc2n(CC(=O)c2cccc(OC)c2)c1=O
9%	1	CC(=O)COc1ncn(-c2ccccc2)n1
?	·	COc1ccc(NC(=O)CC2(CC(=O)N3CCOCC3)CCCC2)cc1Cl
-11%	-23	CCCCCc1cc(=O)oc2c(C(CCN3CCCC3)c3ccc(N(C)C)cc3)c(OC)cc(OC)c12 (stereo unspecified)

Not all compounds are listed; rates above refer to the full screens.
